# D1 mod: D1 dopamine receptor (human) allosteric modulation | HEK293 D1, CRE-luciferase, dopamine EC30 potentiation; actives deviate in either direction | AID 641 | B-score at 10 µM | 58,000 compounds, 5.9% hits;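 active = luminescence count or its row- and column-corrected plate score outside the 99.7% band of the plate's sample wells, on either side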
# M1 agonist: activates the M1 muscarinic receptor; 64,000 compounds, 3% hits; B-score at 10 µM; CHO-M1 cells, Fluo-4 calcium fluorescence, agonist mode; hits give high values; AID 626;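 active = fluorescence rise, raw or as B-score row- and column-corrected plate score, outside the 99.7% band of its plate's samples, either direction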
# HEK293 NFkB inh: lowers PMA/ionomycin-induced NF-kB signal in HEK293 cells. 62,000 compounds, 0.21% hits. HEK-293 NF-kB luciferase reporter, luminescence. inhibition, % at 3 µM;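 active = inhibition above the mean of all tested compounds plus 3 SD, cut at about 40% in these data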;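 note: 0% = stimulated DMSO wells and 100% = 10 µM reference inhibitor 5653914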
#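 Timing: 1 h pretreatment, 16 h stimulation, 37 °C; system: HEK-293 cells with stable firefly luciferase reporter driven by four HIV NF-kB elements; doses: 3 µM once, 0.30% DMSO; measured by: luciferase luminescence; control set: DMSO and 10 µM reference inhibitor; repeats: single test; reagent: PMA plus ionomycin mix as NF-kB-activating stimulus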
# Jurkat viability: cytotoxicity toward Jurkat cells | inhibition, % at 4 µM | Jurkat E6.1 viability, ATP luminescence, 48 h | AID 463 | 56,000 compounds, 1.2% hits;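 active = inhibition above the mean inhibition of all tested compounds plus 3 SD, cut at about 28% in these data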
# NADH enzymes: inhibitors of enzymes used to reach an NAD/NADH endpoint; coupled PK/LDH NADH assays, four targets; IC50, µM (series often up to 10 µM), for inactives: top-dose inhibition; 65,000 compounds, 0.02% hits; AID 774;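 active = single-dose screening hits from any of four coupled enzyme assays that gave an IC50 when retested across doses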;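 note: the DPM-DC format reads NADH fluorescence rather than 340 nm absorbance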
# M1 antag: blocks the rat M1 muscarinic receptor response to acetylcholine | AID 628 | CHO-M1 cells, Fluo-4 calcium, ACh EC80 antagonist mode; hits give low values | B-score at 10 µM | 64,000 compounds, 3.4% hits | P08482;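 active = calcium fluorescence response, raw or row-and-column corrected B-score, differing from the plate sample mean either way at a set confidence level, mostly lower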
# SF-1 act: activates the human nuclear receptor SF-1; Q13285; CHO-K1 Gal4-SF-1 LBD luciferase reporter; % increase over DMSO SF-1-specific signal; activation, % at 10 µM; 65,000 compounds, 1.9% hits; AID 522;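 active = activation above the mean activation of all tested compounds plus 3 SD, cut at about 50% in these data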
#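 Material: CHO-K1 cells with Gal4–hSF-1 LBD chimera plus Gal4-driven luciferase / Input: 4,000 CHO-K1 cells per well / Incubation: compound exposure 20 h at 37 °C / Signal: luminescence read 15 min after SteadyLite luciferase reagent, after room-temperature equilibration / Read-out: percent activation versus DMSO / Benchmarks: DMSO negative control and −SF1 background wells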
# TNAP act DEA: human TNAP activation, intermediate phosphate acceptor | P05186 | purified TNAP, CDP-star luminescence, 100 mM DEA, 30 min; hits give high values; scale: 0 levamisole-inhibited, 1 vehicle-only enzyme | activation factor at 20 µM | 64,000 tested, under 10 active;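 active = activation factor of at least 2 at 20 µM, relative to controls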
# Target sequence (P05186 whole entry, looked up): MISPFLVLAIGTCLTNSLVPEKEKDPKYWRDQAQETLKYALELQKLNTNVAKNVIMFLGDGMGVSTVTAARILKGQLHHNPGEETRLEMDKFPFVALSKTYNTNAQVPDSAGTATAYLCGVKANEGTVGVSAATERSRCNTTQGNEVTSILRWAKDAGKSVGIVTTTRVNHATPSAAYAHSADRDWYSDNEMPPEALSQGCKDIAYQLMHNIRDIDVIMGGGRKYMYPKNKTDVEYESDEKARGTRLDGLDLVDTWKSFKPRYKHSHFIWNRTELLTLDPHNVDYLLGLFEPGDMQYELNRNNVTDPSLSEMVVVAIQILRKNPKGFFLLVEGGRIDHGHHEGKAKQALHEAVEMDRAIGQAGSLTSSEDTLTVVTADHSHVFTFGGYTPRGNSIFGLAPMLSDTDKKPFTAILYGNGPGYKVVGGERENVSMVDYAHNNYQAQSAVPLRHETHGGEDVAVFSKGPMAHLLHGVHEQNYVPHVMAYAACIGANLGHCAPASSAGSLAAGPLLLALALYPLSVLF
# tolC growth inh: growth inhibitors of E. coli BW25113 tolC mutant; OD615; growth inhibition, % at 10 µM (by protocol); 65,000 compounds, 2.2% hits;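 active = growth inhibition at or above a cutoff equal to the mean over every tested compound plus 3 SD, cut at about 60% in these data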;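 note: growth measured after 20 h incubation at 37 °C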
#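 Test system – E. coli BW25113 ΔtolC::kan, tolC deletion mutant strain · Detection – OD at 615 nm · Buffer or medium – LB with kanamycin 50 µg/mL · Times – 20 h compound exposure of bacteria at 37 °C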
# * marks the source's active call; other numbers are inactive results; · = not tested or not shown; [ ] = dose if it differs, or a comment. Rows are unselected; overall some 15% were active at least once.
smiles	D1 mod	M1 agonist	HEK293 NFkB inh	Jurkat viability	NADH enzymes	M1 antag	SF-1 act	TNAP act DEA	tolC growth inh
CCC(C)(C)n1nnnc1C(c1cccs1)N1CCN(c2nc3ccccc3s2)CC1 (configuration not stated)	-0.54	0.98	21	6	5%	0.79	-1	0.9	15
CN(C)CCNC(=O)c1c(O)c2c([nH]c1=O)CCCC2	0.021	0.4	3	-2	6%	0.039	2	0.8	-11
COc1cccc(C2C(C#N)=C(N)Oc3c2oc(CO)cc3=O)c1OC (configuration not stated)	-0.0094	0.4	5	3	8%	0.024	14	0.8	-10
CN1CCN(c2nc3c(c(=O)[nH]c(=O)n3C)n2CCOc2ccccc2)CC1	-2.1	-0.019	11	-4	2%	-0.37	-1	0.9	-9
CCN(CC)CCN1C(=O)C(O)=C(C(=O)c2sc(C)nc2C)C1c1cccnc1 (configuration not stated)	0.27	-0.78	0	-10	2%	0.56	-3	0.9	-4
CCN(CC)C(=O)CSc1nnc(-c2cc(OC)cc(OC)c2)o1	0.14	0.19	14	-3	1%	0.29	0	0.9	4
COc1ccc(OC)c(C2CC(=O)NC(SC)=C2C#N)c1 (configuration not stated)	0.26	0.41	2	-4	2%	-0.52	-3	0.8	2
[O-][n+]1onc2c1CCc1c-2nn(-c2ccccc2Cl)[n+]1[O-]	0.96	-0.79	12	10	5%	0.52	-38	1	-13
COc1ccc(S(=O)(=O)N2CC3C4C=CC(C4)C3C2)cc1 (configuration not stated)	·	-0.32	-6	0	5%	0.91	5	0.9	21
CS(=O)(=O)c1ccc2nc(NC(=O)CN3CCCCCC3)sc2c1	0.12	0.41	13	-11	11%	0.51	-4	0.9	-18
CC(C)N1C(=O)CCC1C(=O)NCCc1ccc(Cl)cc1 (configuration not stated)	-0.87	0.44	-4	4	6%	0.1	12	1	-2
Cc1cc(NC(=O)CSc2nnc(C)c(=O)[nH]2)no1	0.085	0.25	2	2	7%	-2.3*	2	0.9	-6
COc1cc(OC)c(C2=NOC(C(=O)NCc3ccc4c(c3)OCO4)C2)cc1Cl (configuration not stated)	0.15	-2.5	22	10	4%	-0.78	-9	0.9	18
CCc1ccc(NC(=O)CSc2nnc(-c3ccccn3)n2C)cc1	-0.04	0.17	-2	-4	8%	-0.089	8	0.9	9
CCOC(=O)N1CCN(Cc2ccccn2)CC1	·	-0.2	8	·	13%	0.011	-3	1	-15
COc1ccc(C2C(C(=O)c3sc(C)nc3C)=C(O)C(=O)N2CCN2CCOCC2)cc1 (configuration not stated)	-0.064	0.0031	4	-5	4%	0.45	-3	0.8	-21
C/C(N)=C(/C#N)C(=O)CSc1nnc(Cc2ccccc2F)n1N	-0.4	-0.43	4	2	6%	2.3	-2	1	-9
CN(C)c1ccnc2sc3c(=O)n(-c4ccccc4)cnc3c12	-0.79	-0.55	0	0	4%	-1.5	0	0.9	-14
CCOC(=O)C1=C(C)Nc2ccccc2N=C1NC(=O)CCCN1C(=O)c2ccccc2C1=O	·	-1.3	10	-7	10%	0.55	5	1	-6
COc1ccc(C2N(c3cc(Cl)ccc3OC)C(=O)C3CCCN32)cc1 (configuration not stated)	-0.18	0.47	10	2	6%	0.39	-6	1	-16
COc1ccc(OC)c(NC(=O)CSc2nc3c(c(=O)n(C)c(=O)n3C)n2C)c1	1.4	0.4	1	8	13%	0.67	-4	1	-6
CCN1CCN(C(C(=O)NC2CCCC2)c2ccc(Cl)cc2)CC1 (configuration not stated)	0.0061	0.11	-1	7	2%	-1.5	-9	1	-18
Cc1ccsc1C(=O)Nc1nnc(-c2ccco2)o1	-0.72	-0.36	1	89*	15%	0.85	4	0.9	98*
CCOc1cc(C(=O)NCc2nnc(SCC(=O)OC)n2C)cc(OCC)c1OCC	0.42	0.008	17	2	12%	0.31	3	0.9	-6
Cc1ccc(CCN2CC(C(=O)NC3CCCC3)CC2=O)cc1 (configuration not stated)	0.041	-0.29	-4	1	8%	0.48	21	1	-20
O=C(Cc1c[nH]c2ccccc12)Nc1nccs1	0.072	-0.66	8	8	5%	0.31	45	0.9	22
Cc1ccc(C)n1Cc1ccc(C(=O)O)cc1	·	-1.8	·	·	2%	0.095	17	0.8	3
O=C(CCn1c(=O)oc2ccccc21)NCCN1CCOCC1	-0.13	0.14	-1	0	3%	-0.7	0	0.8	-11
C/C(=N\O)c1ccc(N2C(=O)C3CC=C(Cl)CC3C2=O)cc1 (configuration not stated)	1.8	·	-6	-2	0%	·	46	0.9	3
Cc1cc(Cl)c(S(=O)(=O)NC2CCCCC2)cc1OCC(=O)Nc1nncs1	-1.8	1.4	17	24	3%	-0.011	-18	0.9	20
N#Cc1c(N)nc2c(c1-c1ccc3c(c1)OCO3)CCCCCC2	·	-0.02	25	·	2%	0.024	-13	0.9	15
CC(=O)c1c(C(C)=O)c(C)n(NC(=O)c2ccccc2O)c1C	-0.54	0.084	17	6	3%	0.24	4	0.9	-5
Cc1cccc(N(Cc2cc3ccccc3[nH]c2=O)C(=O)c2ccco2)c1C	·	-0.74	·	·	6%	0.02	10	0.9	6
COC(=O)c1ccccc1NC(=O)c1noc2c1CC(C(C)(C)C)CC2 (configuration not stated)	-0.21	0.15	13	-3	4%	0.045	1	0.9	-16
O=C(OCc1ccc(F)cc1Cl)c1ccccn1	1	0.49	16	-2	6%	0.16	0	0.9	-14
CCCCn1c2c(c3ccccc31)CCc1nonc1-2	-0.31	1.1	17	-2	4%	0.36	9	0.7	50
Cc1c(NC(=O)c2ccc(CN3CCc4ccccc4C3)cc2)c(=O)n(-c2ccccc2)n1C	-0.63	1.1	15	18	2%	-2.3	6	0.9	-5
O=S(=O)(c1ccc(Cl)s1)N1CCN(c2ncccn2)CC1	-0.37	-0.37	2	10	4%	0	-6	0.9	-7
CCOC(=O)c1c(C)c(-c2ccccc2)n(CC(=O)N2CCN(C)CC2)c1C	0.27	-1.1	5	3	7%	1.1	3	1	2
Cc1ccccc1NS(=O)(=O)c1ccc(OCC(=O)N2CCCC2)cc1	-0.47	0.23	7	4	4%	0.12	9	1	-9

# Later entries:
SMILES	D1 mod	M1 agonist	HEK293 NFkB inh	Jurkat viability	NADH enzymes	M1 antag	SF-1 act	TNAP act DEA	tolC growth inh
CCOC(=O)c1[nH]nc2c1C(=O)N(CC)C2=O	·	0.31	-4	-4	4%	0.016	-3	0.9	-10
C=CCn1c(=NC(=O)C2CC2)sc2cc(NC(C)=O)ccc21	-1.6	0.4	3	-12	16%[fluoresces]	-0.0037	20	0.9	1
CN1C(=O)c2ccc(NC(=O)c3c(F)c(F)c(F)c(F)c3F)cc2C1=O	0.37	4.3*	18	-6	6%	-0.44	8	0.9	-2
Cn1c(-c2ccc(Br)o2)nc2ccccc21	-1.4	1.7	-32	10	7%	0.17	76*	0.9	-3
Cc1cc(Br)ccc1NC(=O)CNC(=O)CN1C(=O)NC2(CCCCCC2)C1=O	0.43	0.99	13	-4	4%	-0.3	-13	1	12
COC(=O)c1cccc(NC(=O)CSc2nc(C)cc(=O)[nH]2)c1	0.061	0.27	4	·	7%	0.081	-5	0.8	10
CCC(C(=O)Nc1nc(C)cs1)c1ccccc1 (configuration not stated)	-0.11	-0.063	13	·	3%	-1.1	-10	0.9	28
CCOC(=O)N1CCC(NC(=O)C2CCCN(S(C)(=O)=O)C2)CC1 (configuration not stated)	-0.78	0.1	9	-5	8%	0.081	5	0.9	-13
CC1CCN(S(=O)(=O)c2ccc(NC(=O)CN3CCN(C)CC3)cc2)CC1	-1.2	-0.014	3	1	20%	-0.78	-15	0.9	-17
Cc1cc(C(F)(F)F)nn1CC(=O)N1CCCCC1C (configuration not stated)	0.57	1.1	10	-6	7%	-0.0057	13	1	-18
COCCNC(=O)C1CC(c2cccc(OC)c2)=NO1 (configuration not stated)	0.24	-0.58	-18	8	2%	-1.3	4	0.9	-15
CCC(C)C(NC(=O)c1ccccc1NC(=O)c1ccco1)C(=O)NC1CCCCC1 (configuration not stated)	0.81	-0.24	12	-3	5%	-0.36	-14	0.9	9
Cc1cc(C)c(S(=O)(=O)N(CC(=O)NCc2cccnc2)C2CCCCC2)c(C)c1	-1.2	1.7	9	7	1%	-0.39	4	1	27
O=C1CC(NCc2ccccc2F)C(=O)N1c1ccccc1 (configuration not stated)	0.074	-1.7	1	-10	10%	0.48	3	0.9	-22
O=C(CNS(=O)(=O)c1ccc(Br)s1)N1CCC(N2CCCCC2)CC1	0.93	0.81	10	-3	5%	-0.55	-6	1	-10
c1ccc(Cn2nnnc2C(c2ccncc2)N2CCOCC2)cc1 (configuration not stated)	-0.27	0.14	22	1	1%	-0.1	-14	0.9	-7
O=C1NCC(CN(c2ccccc2)c2ccccc2)O1 (configuration not stated)	2.9*	-0.46	19	11	2%	0.033	-12	0.9	7

# Screens as filed in PubChem.
